# M1 agonist – M1 muscarinic receptor agonism. CHO-M1 cells, Fluo-4 calcium fluorescence, agonist mode; hits give high values. B-score at 10 µM. 64,000 tested, 3% active. AID 626;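 active = fluorescence rise, raw or as B-score row- and column-corrected plate score, outside the 99.7% band of its plate's samples, either direction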
# RORa activator – activators of human nuclear receptor RORA; P35398; activation, % at 10 µM; CHO-K1 Gal4-RORA LBD luciferase reporter, luminescence; percent increase over mock-subtracted basal signal; 65,000 tested, 1.5% active;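 active = activation above the mean of all tested compounds plus 3 SD, cut at about 49% in these data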;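 note: 0% = DMSO-treated RORA cells and 100% = added signal equal to DMSO minus mock-transfected cells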
# Target sequence (P35398 whole entry, looked up, the tested form may be a part): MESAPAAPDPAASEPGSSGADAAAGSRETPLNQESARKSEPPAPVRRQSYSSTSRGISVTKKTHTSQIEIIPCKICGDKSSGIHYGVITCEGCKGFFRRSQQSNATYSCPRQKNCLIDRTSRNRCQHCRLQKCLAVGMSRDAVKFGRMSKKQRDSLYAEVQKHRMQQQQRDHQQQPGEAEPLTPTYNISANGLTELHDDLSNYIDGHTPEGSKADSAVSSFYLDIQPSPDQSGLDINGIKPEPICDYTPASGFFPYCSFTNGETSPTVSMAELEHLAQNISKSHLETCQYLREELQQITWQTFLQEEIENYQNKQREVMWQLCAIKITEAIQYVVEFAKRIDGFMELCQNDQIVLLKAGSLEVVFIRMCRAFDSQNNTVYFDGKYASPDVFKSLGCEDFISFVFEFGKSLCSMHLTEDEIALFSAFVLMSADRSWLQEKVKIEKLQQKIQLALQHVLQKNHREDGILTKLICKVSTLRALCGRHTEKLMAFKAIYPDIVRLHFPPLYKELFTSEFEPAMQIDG
# NADH coupling – inhibition of NAD/NADH coupling enzymes, library profiling; coupled PK/LDH NADH assays, four targets; 65,000 tested, 0.02% active; IC50, µM (series often up to 10 µM), for the others: top-dose inhibition; AID 774;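 active = single-dose screening hits from any of four coupled enzyme assays that gave an IC50 when retested across doses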;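 note: the DPM-DC format reads NADH fluorescence rather than 340 nm absorbance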
# M1 antag – blocks the rat M1 muscarinic receptor response to acetylcholine; CHO-M1 cells, Fluo-4 calcium, ACh EC80 antagonist mode; hits give low values; B-score at 10 µM; 64,000 tested, 3.4% active;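 active = calcium fluorescence response, raw or row-and-column corrected B-score, differing from the plate sample mean either way at a set confidence level, mostly lower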
# tolC growth inh – E. coli tolC mutant growth inhibition | growth inhibition, % at 10 µM (by protocol) | 65,000 tested, 2.2% active | AID 573 | E. coli BW25113 tolC mutant growth, OD615;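 active = growth inhibition at or above a cutoff equal to the mean over every tested compound plus 3 SD, cut at about 60% in these data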;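 note: growth measured after 20 h incubation at 37 °C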
#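 Assay system: tolC-deleted E. coli BW25113. Medium: kanamycin-containing LB broth (50 µg/mL). Dosing: 10 µM final, single dose. Timing: bacterial growth with compound for 20 h at 37 °C. Detection: A615 absorbance measurement. Read-out basis: growth inhibition in percent.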
# Fluor 339 460 – intrinsic fluorescence of library compounds, ex339/em460 – biochemical, MLSMR library, data from DPM-DC assay, artefact control, profiling panel. 65,000 tested, 5.5% active. fluorescence fold increase at 10 µM. compound autofluorescence, ex339/em460 nm, NADH buffer; hits give high values; 1 = no-compound wells, NADH background;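 active = at 10 µM, mean starting fluorescence two-fold or more over control wells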;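 note: signal is the first read of a kinetic run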
# TNAP act DEA – activates human TNAP at intermediate phosphate acceptor concentration. purified TNAP, CDP-star luminescence, 100 mM DEA, 30 min; hits give high values; scale: 0 levamisole-inhibited, 1 vehicle-only enzyme. activation factor at 20 µM. 64,000 tested, under 10 active;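 active = activation factor of at least 2 at 20 µM, relative to controls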
# Target sequence (P05186 whole entry, looked up): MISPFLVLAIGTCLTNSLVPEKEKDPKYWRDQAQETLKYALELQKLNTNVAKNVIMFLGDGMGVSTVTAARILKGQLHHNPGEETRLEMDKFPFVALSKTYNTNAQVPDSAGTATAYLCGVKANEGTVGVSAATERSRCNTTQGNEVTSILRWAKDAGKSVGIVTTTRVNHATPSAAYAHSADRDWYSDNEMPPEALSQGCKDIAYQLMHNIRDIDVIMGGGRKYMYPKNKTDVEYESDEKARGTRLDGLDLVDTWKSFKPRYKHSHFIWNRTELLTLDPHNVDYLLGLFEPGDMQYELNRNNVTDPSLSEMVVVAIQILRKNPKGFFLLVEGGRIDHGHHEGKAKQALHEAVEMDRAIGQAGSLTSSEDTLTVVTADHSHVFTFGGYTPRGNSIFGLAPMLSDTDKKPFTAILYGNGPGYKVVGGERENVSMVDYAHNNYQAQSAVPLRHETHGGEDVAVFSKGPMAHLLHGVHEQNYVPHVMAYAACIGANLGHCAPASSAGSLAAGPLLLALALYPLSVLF
# SF-1 act – SF-1 (human) activation. Q13285. CHO-K1 Gal4-SF-1 LBD luciferase reporter; % increase over DMSO SF-1-specific signal. activation, % at 10 µM. 65,000 tested, 1.9% active. AID 522;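 active = activation above the mean activation of all tested compounds plus 3 SD, cut at about 50% in these data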
#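 Material: Gal4–SF-1 LBD one-hybrid luciferase reporter in CHO-K1 cells | Amount: 4,000 cells per well | Compound dosing: 10 µM single point, 1% DMSO | Schedule: 20 h compound treatment, 37 °C | Measured by: SteadyLite luciferase luminescence | Evaluation: Percent activation versus DMSO | Control set: DMSO-treated SF-1-transfected cells as negative, DMSO-treated mock-transfected cells lacking SF-1 as background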
# E coli RNAP – blocks E. coli RNA polymerase transcription. inhibition, %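 (tested at 10 µM)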. fluorescence transcription assay. 62,000 tested, 0.2% active; in the data active = inhibition above about 20%;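 note: 0% = enzyme without compound and 100% = no enzyme blank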
# Active calls of the source: *; . = no result given; [ ] = remark or other dose.
SMILES,M1 agonist,RORa activator,NADH coupling,M1 antag,tolC growth inh,Fluor 339 460,TNAP act DEA,SF-1 act,E coli RNAP
COC(=O)c1cc2oc(C)cc2n1CC(=O)Nc1cc(C)cc(C)c1,-0.082,-19,6%,0.078,0,1.1,0.9,-10,-5
COC(=O)c1c(C)oc2ccc(OC(=O)N3CCOCC3)cc12,1.1,-3,2%,0.67,-4,1.1,0.9,8,6
CC1CCCC(NC(=O)CN2CCN(Cc3ccc(Cl)cc3)C2=O)C1C (stereo not drawn),-1.8,14,3%,-0.11,17,1.1,1,1,5
CCC(C)(C(=O)NC1CCCC1)N(C(=O)c1ccccn1)c1ccccc1 (stereo not drawn),-0.021,-8,3%,-0.81,-5,1.1,0.9,5,6
Cc1ccc(OCC(O)CNS(=O)(=O)c2ccccc2C(=O)O)cc1 (stereo not drawn),0.0099,-5,5%,0.2,-13,1.1,0.9,1,7
O=C(c1cc2nc(-c3ccco3)cc(C(F)(F)F)n2n1)N1CCCc2ccccc21,-0.82,16,8%,-0.66,-12,1.3,0.9,4,6
COC(=O)c1ccc(COc2nc(C)cc(C)c2C#N)o1,0.0031,-13,1%,-0.31,17,1.1,1,-12,1
COc1ccc(C2(C(=O)NC(C)C)CCCC2)cc1OC,0.89,-10,8%,-0.2,0,1.1,0.9,-5,2
CCOC(=O)c1cc2nc(Nc3ccc(OC)cc3)sc2s1,-0.15,36,15%,-1.3,5,2,1,19,3
COc1ccc(C(c2nnnn2CC2CCCO2)N2CCN(c3ccc(F)cc3)CC2)cc1 (stereo not drawn),-0.31,-21,6%,-0.12,3,1,0.9,4,0
O=C1CCCCC(=O)N(c2ccccc2)c2ccccc21,-0.65,-7,6%,0.45,-5,1.1,0.9,-16,4
Clc1cccc(Nc2ncnc3c2cnn3-c2ccccc2)c1,-0.45,29,2%,0.011,0,2.1*,1,45,3
COc1cccc2cc(C(C)=O)c(=O)oc12,0.0048,-11,2%,-0.049,-19,1.1,0.9,-15,-4
CCCCCN(C(=O)NC(=O)Nc1nncs1)S(C)(=O)=O,0.29,12,4%,0.049,-1,1.1,0.9,-4,8
Cc1ccc(S(=O)(=O)CCC(=O)c2ccc(O)cc2O)cc1,-0.49,9,7%,0.33,13,1.1,0.9,-4,-1
COc1ccc(CN(CC(=O)NC2CCCC2)C(=O)c2onc(C(N)=O)c2N)cc1,-0.43,-7,4%,0.4,-17,1.1,0.9,-6,8
CC(C)CNS(=O)(=O)c1ccc(CCC(=O)N2CCN(Cc3ccccc3)CC2)cc1,0,-14,3%,-0.2,4,1.1,0.9,-6,-3
CC(OC(=O)c1cc2sccc2n1C)C(=O)NCC1CCCO1 (stereo not drawn),0.03,-12,9%,-0.19,-7,1,0.9,2,-1
O=C1c2[nH]nc(-c3ccccc3O)c2C(c2ccc(F)cc2)N1Cc1ccco1 (stereo not drawn),0.088,17,2%,0.22,100*,1.1,1.3,-11,-13
Cc1nc(SCCO)c2oc3ccccc3c2n1,0.41,14,6%,0.47,1,1.2,0.9,17,1
Cc1cc(C(=O)Nc2ccc(S(=O)(=O)Nc3onc(C)c3C)cc2)cs1,0.34,-18,3%,0.63,18,1,0.9,-15,5
CCOC(=O)C1CCCN(CC(=O)Nc2c(C(=O)OC)[nH]c3ccc(Cl)cc23)C1 (stereo not drawn),-0.43,48,6%,0.034,13,1.6,1,12,1
Cc1ccc(Cn2c3ccccc3c3cn[nH]c(=O)c32)cc1,0.68,0,4%,1,11,1.2,0.9,-6,74*
COc1ccc(CNC(=O)C2CCCN(S(=O)(=O)c3cnc[nH]3)C2)cc1 (stereo not drawn),-0.28,3,8%,-0.014,-18,1.1,0.9,5,3
CN(C)Cc1nc2ccccc2c(=O)n1Cc1nc(C(C)(C)C)cs1,-0.33,13,6%,0.26,1,1,1,1,-7
Cc1cc(C)c2cc(C#N)c(NCCCNC(=O)CCC(=O)O)nc2c1,0.08,14,6%[fluoresces],0.4,-5,3.7*,0.9,-9,-3
O=C(Cn1nnc(-c2ccc3c(c2)OCO3)n1)NCc1ccco1,-0.19,11,8%,0,7,1.1,1,-2,4
O=C(NCc1ccncc1)c1ccc(Br)o1,0.094,-21,0%,-0.45,-1,1.1,1,-16,-3
CCn1nnnc1SCC(=O)Nc1nc(-c2cccs2)cs1,0.39,31,4%,0.45,10,1,0.8,8,11
Cc1cccc(NC(=O)C2CCN(S(=O)(=O)c3c(C)nn(C)c3C)CC2)n1,-0.38,-17,0%,-0.042,-5,1.1,1,0,-12
CNC(=O)CN(c1ccc(OC)cc1)S(=O)(=O)c1ccc(F)cc1,-1.6,-11,0%,0.13,9,1.1,1,8,0
c1ccc(-c2nc(NCCCN3CCOCC3)c3ccccc3n2)cc1,2.6*,-4,2%,-0.15,-14,1.1,1,6,4
O=C(NCC1CCCO1)c1ccc(CS(=O)(=O)c2ccc(Br)cc2)o1 (stereo not drawn),1.3,-1,2%,-0.15,0,1.1,0.9,-15,6
Cc1ccc(-n2ncc3c(N4CCCC(C)C4)ncnc32)c(C)c1 (stereo not drawn),0.35,43,2%,-1,41,1,0.9,59*,3
CC(C)CCN1CC(C(=O)NCc2ccccc2)CC1=O (stereo not drawn),-0.81,-16,2%,-0.017,-10,1,0.9,7,2
Cc1ccc(NC2=NC3(CCCCC3)N=C(N)N2)c(C)c1,0.47,-3,3%,0.18,-9,1.1,0.9,4,0
CCOc1ccc(CC(=O)N2CCN(c3ccc(N4CCOCC4)nn3)CC2)cc1OCC,0.13,-9,4%[fluoresces],-1.1,-16,2.1*,1,26,1
CCC(NC(=O)NCCCn1ccnc1)(C(F)(F)F)C(F)(F)F,-0.6,8,2%,1.4,-9,1.1,0.9,11,9
Fc1ccccc1Cn1nnc2c(NCCc3ccccn3)ncnc21,-0.79,10,1%,-0.83,9,1.1,0.9,-1,-2
O=C(c1scc2c1CCCC2)N1CCOCC1,-0.79,-12,10%,0.27,-20,1,0.9,-3,3
Cc1ccc(C(=O)CNc2nc3c(c(=O)[nH]c(=O)n3C)n2Cc2ccccc2)cc1,1.4,-4,7%,-0.68,13,1.1,0.9,-5,3
CN(C)C/C(Cl)=C(\Cl)c1ccccc1,-0.24,-26,5%,-0.1,-14,1,0.9,-2,5
Cc1cc(O)c(C(C)C)cc1NC1=NS(=O)(=O)c2ccccc21,0.7,-18,9%,-0.37,-7,1.1,0.9,14,-6
Cc1ccccc1-c1noc(-c2cccs2)n1,0.048,39,2%,-0.12,1,1.1,0.9,53*,-3
O=C(Cn1nc(Cc2cccnc2)c2ccccc2c1=O)N1CCN(C(=O)c2ccco2)CC1,-0.4,0,3%,-0.26,-7,1.1,0.9,4,3

# Two compounds from above with just M1 agonist, E coli RNAP and Fluor 339 460:
canonical_smiles,M1 agonist,E coli RNAP,Fluor 339 460
O=C(Cn1nnc(-c2ccc3c(c2)OCO3)n1)NCc1ccco1,-0.19,4,1.1
O=C1CCCCC(=O)N(c2ccccc2)c2ccccc21,-0.65,4,1.1

# Going on with the list.
SMILES,M1 agonist,RORa activator,NADH coupling,M1 antag,tolC growth inh,Fluor 339 460,TNAP act DEA,SF-1 act,E coli RNAP
O=C(NCc1ccco1)c1scc2c1OCCO2,-0.58,0,7%,-0.29,-8,1.1,0.9,-2,4
COc1ccccc1C(=O)Nc1ncc2c(n1)CC(c1ccco1)CC2=O (stereo not drawn),0.093,-5,8%,1.3,13,1.3,0.8,-4,10
Cc1[nH]nc(-c2ccc(O)cc2O)c1-c1ccc(Cl)cc1,-0.65,-4,3%,1.3,100*,1.1,1.1,12,1
CCN(CC)CCNC(=O)Cn1nc(Cc2ccccc2)c2ccccc2c1=O,-0.91,0,2%,-1.4,-9,1.1,1,-9,9
CCOc1ccccc1-c1nc(-c2ccc(NC(=O)c3ccc(Br)o3)cc2)no1,.,6,1%,.,7,1.3,1,28,-8
O=C(O)c1c[nH]c2ccc(S(=O)(=O)N3CCOCC3)cc12,-0.7,-7,6%,0.048,9,1,0.9,-10,6
CCc1ccc2c(COC(=O)c3n[nH]c4ccccc34)cc(=O)oc2c1,0.044,28,6%,0.03,21,1.3,0.9,58*,0
COc1ccc(S(=O)(=O)N2CCOCC2)cc1C(=O)Nc1nc2ccccc2s1,-0.32,-20,5%,0.25,-16,1.8,0.9,-27,8
CCc1nnc(SCC(=O)NC2CCCCC2)nc1CC,-0.17,-16,3%,0.3,-7,1,0.8,-6,4
O=C(NCc1cccnc1)c1ccccn1,-0.5,-11,3%,-0.11,-6,1,0.9,-2,10
Cc1ccc(S(=O)(=O)n2nc(OC(=O)c3ccco3)cc2N)cc1,1,1,3%,0.041,-9,1.1,0.8,12,12
CCC(CC)C(=O)NCCc1cc2c(C)ccc(C)c2[nH]c1=O,-2.2,-3,7%,-0.39,-3,1.4,0.9,10,-1
Cc1ccc(C(c2nnnn2CCc2ccccc2)N2CCSCC2)cc1 (stereo not drawn),1.8,13,1%,-0.058,64*,1.1,0.9,-6,3
CC1(N2CCOCC2)CC2(O)C(=[N+]1[O-])CCc1c2no[n+]1[O-] (stereo not drawn),.,7,0%,.,-6,1.1,1,-3,.
CCCn1c2c(c(O)c(C(=O)Nc3ccccn3)c1=O)CCCC2,-0.65,-22,12%,0.6,3,1.2,0.9,-1,.

# The last 3 compounds of the section before come first, to join the parts.
SMILES,M1 agonist,RORa activator,NADH coupling,M1 antag,tolC growth inh,Fluor 339 460,TNAP act DEA,SF-1 act,E coli RNAP
Cc1ccc(C(c2nnnn2CCc2ccccc2)N2CCSCC2)cc1 (stereo not drawn),1.8,13,1%,-0.058,64*,1.1,0.9,-6,3
CC1(N2CCOCC2)CC2(O)C(=[N+]1[O-])CCc1c2no[n+]1[O-] (stereo not drawn),.,7,0%,.,-6,1.1,1,-3,.
CCCn1c2c(c(O)c(C(=O)Nc3ccccn3)c1=O)CCCC2,-0.65,-22,12%,0.6,3,1.2,0.9,-1,.
CCOC(=O)c1nn(-c2ccc(OC)cc2)c(=O)c2c(N)scc12,0.16,-18,1%,0.42,4,1,0.8,-6,8
O=C(Nc1cccc(-c2cn3cccnc3n2)c1)c1ccc2c(c1)OCO2,3*,8,8%[fluoresces],0.72,4,5.3*,0.8,11,-6
Cc1ccc(NC(=O)C(C)N2C(=O)c3ccccc3C2=O)cc1 (stereo not drawn),0.61,3,6%,-0.22,-15,1.1,0.9,1,10
CCOC(=O)N1CCC(NC(=O)Cn2cc3c(n2)CCC(C)C3)CC1 (stereo not drawn),0.63,14,2%,-1.1,-11,1.1,0.9,-5,0
Cc1cc(C)c(OCC(=O)Nc2nnn(C)n2)c(Br)c1,-1.3,15,3%,-0.23,-5,1.1,0.9,17,5
CCC(Oc1ccccc1)C(=O)Nc1nnc(C(F)(F)F)s1 (stereo not drawn),.,11,11%,.,87*,1.1,0.8,-5,9
CC(C)Cn1cnc2c1c(=O)n(CC(=O)Nc1ccc3c(c1)OCO3)c(=O)n2Cc1ccccc1,0.0079,-4,4%,-0.28,26,1,0.9,2,.
CCOC(=O)c1c(N)c(C#N)cn1-c1ccccc1,0.51,-19,3%,-0.82,3,1.1,0.9,-4,2
Cc1cc(C)cc(Oc2ccc(N)cc2)c1,-0.052,6,8%,0.015,31,1.1,0.8,-2,4
O=C1CC(c2ccccc2)CC(O)=C1C=NCCN1CCNCC1 (stereo not drawn),0.21,-4,6%,-0.39,7,0.98,0.9,-7,3
COc1ccc(CNc2nc3nc(-c4ccccc4)cc(=O)n3[nH]2)cc1OC,-0.48,-17,5%,0.62,-15,1.4,0.9,-1,6
Cn1c(CSc2nc3ccccc3s2)n[nH]c1=S,-0.17,-7,17%,0.31,29,1.1,0.8,6,4

# Screens (PubChem BioAssay)
